High-throughput results deposited in PubChem by several laboratories.
T cell HTS: T cell immune modulation candidate. 2C CD8+ T cell-vesicle binding, flow cytometry; stronger effect = lower value. calls only at 7 µM. 330,000 tested, 0.068% active. AID 2052;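 active = response, share of CD8 T cells binding vesicles, and their 90th percentile fluorescence all below set limits, cut at about 80% in these data, passing the limit was not always enough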
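Incubation: binding step 1.5 h, 37 °C, antibody labelling 20 min, ice; system: murine 2C transgenic CD8+ T lymphocytes; technique: cytometric PE anti-B7-1 and Alexa647 anti-CD8 signals after 1% paraformaldehyde fixation; also added: QL9-charged Drosophila Ld/ICAM-1/B7-1 vesicles; control set: naked versus QL9-loaded vesicles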
PhoP inhibition: PhoP-dependent GFP reporter repression – Salmonella Typhimurium, primary screen (AID 1863); 300,000 tested, 0.16% active; inhibition, % at 50 µM, or IC50 in µM where a hit was titrated; S. Typhimurium PhoP-regulated promoter GFP reporter, 4 h; higher % means a stronger effect;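 active = inhibition over 29.93%, a cutoff 3 SD above the screen mean, later confirmed by dose response; inconclusive = inhibition over 29.93% but no dose response follow-up; inactive = inhibition at most 29.93% or unconfirmed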;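 note: 0% = low Mg2+ inducing control and 100% = high Mg2+ repressing control; strong numbers were not always called active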
Large T inhibition: TAg ATPase/helicase activity blockers – biochemical (AID 1903); SV40 large T antigen ATPase/helicase inhibition assay; higher % means a stronger effect; one-dose inhibition, % at 20 µM; IC50 in µM for titrated hits; 310,000 tested, 0.39% active; in the data active = a potency from the dose series; inconclusive = inhibition mostly from about 32% at the one dose, without a potency; inactive = the rest, 99 in 100 with inhibition below about 32%; note: strong numbers were not always called active
RSV antiviral HEp-2: RSV antiviral activity via CPE protection, HEp-2 cells, primary 10 µM value included (AID 2391) | CPE inhibition, % at 10 µM; hits with a dose series show IC50 in µM | HEp-2 cells, RSV-induced CPE inhibition; higher % means a stronger effect | 310,000 tested, 0.13% active; in the data active = a potency from the dose series; inconclusive = CPE inhibition mostly from about 23% at the one dose, without a potency; inactive = the rest, 99 in 100 with CPE inhibition below about 21%; note: strong numbers were not always called active
Myeloid diff 2: compounds promoting myeloid differentiation. ER-HoxA9 myeloid progenitors, lysozyme-GFP differentiation, flow cytometry. calls only at 10 µM. 360,000 tested, 1% active;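 active = normalized GFP-positive differentiation at or above the plate's own cutoff, the solvent-only control mean plus 3 SD; inconclusive = no clear call, values can overlap the other calls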;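 note: cells exposed to compound for four days before flow analysis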
UTI89 phage lysis: inhibition of K1F phage lysis, E. coli UTI89, bacterial capsule biogenesis inhibitors, alamar blue (AID 488966). inhibition, % at 100 µM; hits with a dose series show IC50 in µM. E. coli UTI89 K1F phage lysis, alamar blue, 2 h; higher % means a stronger effect. 340,000 tested, 0.02% active;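 active = phage lysis inhibition, versus mean bacterial control, above a set limit; inconclusive = no clear call, values can overlap the other calls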;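 note: capsule biogenesis inhibitors block K1F phage lysis so surviving cells raise fluorescence; higher fluorescence means more inhibition of phage lysis; actives were called in the ten point dose series up to 300 µM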
NTR1 ag: agonists of NTR1, primary screen, imaging, U2OS cells, beta-arrestin-GFP, high content (AID 493036) | P30989 | NTR1-U2OS beta-arrestin-GFP spot imaging, agonist mode | activation, % at 20 µM | 330,000 tested, 0.17% active;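 active = activation at or above 40% of the spot to cytoplasm intensity ratio, with at least 20 cells analyzed; inconclusive = wells under 20 cells, flagged as cytotoxic or low count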;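 note: 0% = DMSO without peptide and 100% = 100 nM NTR1 peptide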
Target sequence (P30989 whole entry, looked up): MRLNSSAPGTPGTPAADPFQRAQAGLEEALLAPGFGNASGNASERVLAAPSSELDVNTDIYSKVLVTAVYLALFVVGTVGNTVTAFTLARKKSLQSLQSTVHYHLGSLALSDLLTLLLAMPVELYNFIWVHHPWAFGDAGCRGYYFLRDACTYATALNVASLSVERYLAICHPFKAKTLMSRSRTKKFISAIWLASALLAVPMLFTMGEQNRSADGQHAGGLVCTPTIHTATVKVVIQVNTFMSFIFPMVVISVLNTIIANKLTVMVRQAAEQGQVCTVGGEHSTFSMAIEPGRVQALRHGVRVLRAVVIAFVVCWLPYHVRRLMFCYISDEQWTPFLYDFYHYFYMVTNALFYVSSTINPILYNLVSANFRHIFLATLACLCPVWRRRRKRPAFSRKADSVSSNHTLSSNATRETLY
TNAP activators: human TNAP enzyme activators, primary screen, biochemical, luminescent, no phosphate acceptor, uHTS (AID 1001); purified TNAP, luminescent activation assay, no phosphate acceptor; higher activation fold means a stronger effect; activation fold at 20 µM, or EC50 in µM where a hit was titrated; 200,000 tested, 0.03% active; in the data active = activation fold from about 3, or a potency from the dose series; inactive = the rest, 99 in 100 with activation fold below about 1.6; note: many of its hits are not listed in these tables
MgcRacGAP inhibition: MgcRacGAP GTPase-activating activity inhibitors, confirmation, biochemical, ADP Hunter fluorescence. MgcRacGAP-stimulated Rac1 GTP hydrolysis, ADP Hunter fluorescence; higher % means a stronger effect; GST-tagged Rac1 F28L mutant substrate. one-dose inhibition, % at 30 µM; IC50 in µM for titrated hits. 340,000 tested, 0.6% active;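 active = first-screen hits whose inhibition reached a set limit at any dose in the follow-up dose series; inconclusive = inhibition above the set first-screen limit but never retested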;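 note: fluorescence reports GDP produced by GAP-driven GTP hydrolysis; strong numbers were not always called active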
T cell HTS vesicle-bound %: second read-out of T cell HTS, no call of its own (marks repeat the call); double positive events, %; measured here: CD8+ vesicle-bound cell fraction;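 binding gate set so that unloaded-vesicle control wells show 10% double positive cells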
NTR1 ag cell count 20 µM: second read-out of NTR1 ag, no call of its own (marks repeat the call); cell count; measured here: cell count, cytotoxicity flag
Myeloid diff 2 GFP+ MAC1+ %: recorded beside Myeloid diff 2, whose call it bears; GFP+ MAC1+ double positive, %; measured here: differentiation confirmed by MAC1 staining
An asterisk follows results filed as active; i = inactive; ? = inconclusive; / = no result given; + = active, no number; [ ] = another dose, or the depositor's remark.

SMILES	T cell HTS	T cell HTS vesicle-bound %	PhoP inhibition	Large T inhibition	RSV antiviral HEp-2	Myeloid diff 2	Myeloid diff 2 GFP+ MAC1+ %	UTI89 phage lysis	NTR1 ag	NTR1 ag cell count 20 µM	TNAP activators	MgcRacGAP inhibition
CC(C)(O)C#Cc1ccc(C(=O)NCc2ccccc2)s1	i	26	/	/	1.6%	i	1.0	-0.1%	2.0	68	/	4%
CCCCNC(=S)N(C)N=C1CCC(c2ccccc2)CC1 (centres undefined)	i	50	-12%	3%	-1.4%	i	0.2	0.8%	1.8	44	1	15%
CC(C)C(=O)NC(c1ccccc1)c1cc([N+](=O)[O-])c2cccnc2c1O (centres undefined)	i	48	-2%	-9%	1.8%	i	0.5	-1.9%	1.1	35	1	7%
CCCCNc1nc(N)ncc1[N+](=O)[O-]	i	3	3%	2%	0.2%	i	0.2	0.2%	-0.6	100	/	6%
CC(=O)ON1C(C)(C)Cc2noc(N)c2C1(C)C	i	28	-4%	21%	0.4%	i	0.9	0.3%	-0.7	46	1	9%
Cc1c(C(=O)N2CCOCC2)c(S(=O)(=O)Nc2ccccc2)c(C)n1C	i	6	-5%	4%	1.6%	?	/	0.1%	0.8	55	/	-6%
COc1ccc(/C=C/C(=O)N(CC(C)C)C2CCS(=O)(=O)C2)cc1 (centres undefined)	i	37	-5%	6%	-1.9%	i	0.3	0.7%[50 µM]	1.2	44	/	8%
CCn1ncc(Br)c1C(=O)Nc1sc2c(c1C(=O)OC)CCC2	i	38	/	/	2.6%	i	6.1	0.3%	1.9	42	/	5%
Nc1nc(SCC(=O)N2CCCc3ccccc32)[nH]c(=O)c1-c1ccccc1	i	25	18%	4%	2.1%	i	10	3.5%	0.5	57	0.6	9%
CCCCc1nc2cc(C(=O)N3CCCC3)ccc2o1	i	48	-6%	11%	2.9%	i	0.4	0.2%	-0.8	51	/	8%
O=C1CCC[C@@H]2[C@H]3CCC[N+]4([O-])CCC[C@@H](CN12)[C@@H]34 (some centres undefined)	i	51	/	9%	0.4%	i	0.3	-0.2%	-0.3	92	/	-2%
NC(=O)COC(=O)/C=C/c1ccc(S(=O)(=O)N2CCCCCC2)cc1	i	28	6%	7%	-1.7%	/	/	0.3%	-0.1	57	1.1	-4%
O=C(O)CNS(=O)(=O)/C=C/c1ccccc1	i	41	-3%	7%	0.1%	i	1.2	0.8%	-0.1	42	1.1	2%
c1ccc(CSc2ncnc3c2sc2nc(N4CCOCC4)c4c(c23)CCCC4)cc1	i	55	-9%	7%	1.0%	i	1.2	0.0%	-1.2	24	1	13%
COc1ccc(S(=O)(=O)N2CCC(C(=O)N[C@H](C(=O)NCc3ccco3)C(C)C)CC2)cc1	i	45	-5%	-11%	3.0%	?	/	0.1%	1.1	65	/	5%
Cc1cc(C)nc(N2CCN(c3nnnn3-c3ccccc3)CC2)n1	i	38	3%	2%	0.8%	i	0.4	1.3%	-2.9	69	1.1	6%
COc1ccc(N2CC(C(=O)N[C@H](C(=O)NC3CCCCC3)C(C)C)CC2=O)cc1 (some centres undefined)	i	17	-10%	/	0.0%	i	2.1	-0.2%	0.8	50	/	6%
CCN1CCN(C(=O)c2ccc(Sc3ccccc3Cl)c([N+](=O)[O-])c2)CC1	i	7	-12%	8%	3.5%	i	0.2	0.3%[50 µM]	-1.1	72	1	6%
Cc1onc(-c2ccccc2)c1C(=O)N1CCC(C)CC1	i	35	6%	-1%	1.3%	i	0.6	-1.4%	-2.7	97	1.1	-3%
O=C(c1ccc(S(=O)(=O)Nc2ccccc2)cc1)N1CCCC(C(F)(F)F)C1 (centres undefined)	i	7	9%	11%	9.3%	i	0.7	0.0%	4.3	67	/	1%
c1ccc(-c2nnc(SCc3nc4ccccc4[nH]3)n2Cc2ccco2)cc1	i	27	-7%	37%	1.5%	i	6.5	0.0%	1.1	51	1.1	13%
O=C(NNC(=O)C1CCN(Cc2ccccc2)CC1)c1cccs1	i	47	5%	2%	-1.9%	i	0.3	0.3%	-1.0	36	1	5%
Cc1cc2oc(=O)cc(CSc3nnc(-c4cccs4)o3)c2cc1C(C)C	i	12	3%	23%	20%	i	1.2	-0.7%[50 µM]	1.4	59	1.1	10%
CCCCn1c(N)c(N(CCOC)C(=O)c2cc(CC)c(C)s2)c(=O)[nH]c1=O	i	51	-12%	6%	0.2%	i	1.4	0.6%[50 µM]	-0.1	74	/	9%
Cc1ccc(CNC(=O)CCc2ccc(S(=O)(=O)NCC(C)C)cc2)cc1	i	29	-3%	7%	1.6%	i	0.7	0.2%	-0.3	46	1.1	-3%
Cc1ccc2cccc(OCC(=O)N3CC(C)CC(C)C3)c2n1 (centres undefined)	i	45	-4%	-4%	-0.5%	i	0.2	1.1%	0.5	53	1.1	-8%
CC(OC(=O)c1cccc(N2C(=O)c3ccccc3C2=O)c1)C(=O)Nc1ccc(N(C)C)cc1 (centres undefined)	i	50	-4%	19%	0.6%	i	0.7	0.3%	-0.3	99	1.1	5%
C#CCOc1nc2c(c(=O)n(C)c(=O)n2C)n1Cc1ccccc1	i	41	-11%	19%	7.0%	i	0.9	-0.1%	-1.0	41	/	-3%
CCCOc1ccc2c(C)c(CC(=O)OC)c(=O)oc2c1	i	25	1%	11%	4.5%	i	0.9	-0.1%	-0.2	51	1	6%
CC(C)c1nn(-c2cc(C(F)(F)F)ccn2)c(=O)o1	i	40	-10%	8%	2.1%	i	0.5	1.3%	-0.9	32	/	12%
COC(=O)c1nn(-c2ccccc2)c(Sc2ccc(Br)cc2)c1/C=N/O	i	15	15%	9%	-0.2%	i	0.6	1.0%	7.0	59	1.1	12%
COc1ccc(C(C(=O)NC2CCCCC2)N(Cc2ccco2)C(=O)CNC(=O)c2ccco2)cc1 (centres undefined)	i	15	-3%	4%	0.7%	i	0.5	-0.1%	-1.2	42	/	8%
CCc1nnc(N/N=C/c2ccc(O)c(OC)c2)n1N	i	52	1%	38%	1.0%	i	0.5	0.8%	1.8	69	/	?
O=C(Nc1ccc(Cl)cn1)Nc1cccs1	i	56	9%	8%	0.5%	i	0.8	0.4%	0.1	54	1.1	11%
COc1cc2c(cc1OC)C(c1ccc([N+](=O)[O-])cc1)NCC2 (centres undefined)	i	60	3%	3%	0.3%	i	0.3	0.5%	0.3	54	/	10%
N=C1/C(=C/c2cccn2Cc2ccc(Cl)cc2)C(=O)N=C2SC=CN12	i	7	-6%	-3%	1.6%	i	0.0	6.1%[50 µM]	9.9	78	0.9	6%
COc1ccc(S(=O)(=O)Nc2cccc3c2O[C@H](CN(C)Cc2ccncc2)[C@@H](C)CN([C@H](C)CO)C3=O)cc1	i	13	/	/	/	i	0.8	0.4%	0.7	55	/	8%
CCN1N=C(c2cc(Cl)sc2Cl)CSC1=O	i	21	5%	2%	51%	i	0.2	0.0%	-1.2	81	1.1	-2%
O=C(N/N=C/c1ccccc1OC(=O)c1ccc2c(c1)OCO2)c1cccc(F)c1	i	32	5%	15%	0.1%	i	0.6	-1.1%	0.5	65	1.1	0%
Cc1nc2ccc(NC(=O)Cc3cccc(F)c3)cc2s1	i	41	-5%	-10%	1.8%	i	0.6	0.2%	-0.1	66	1.1	-8%
CC(C)(C)C(=O)COC(=O)c1ccc(O)cc1	i	64	11%	-4%	2.7%	i	1.1	4.3%	-1.8	51	1.1	5%
Cn1nccc1NC(=O)c1nccnc1C(=O)O	i	37	-6%	13%	0.7%	i	0.6	0.8%	1.1	47	/	4%
O=C(NC1CCCCC1)C1CCN(C(=O)NCc2ccccc2)CC1	i	16	-19%	4%	0.8%	i	0.9	0.2%	-0.2	74	1.1	3%
O=C(NCCN1C(=O)S/C(=C\c2ccc(Cl)c(Cl)c2)C1=O)c1cnccn1	i	54	-3%	2%	1.2%	i	0.2	1.6%	-0.6	45	1.2	6%
O=C(CCC1CCCCC1)NNC(=O)NC12CC3CC(CC(C3)C1)C2	i	16	9%	10%	-0.7%	i	0.3	0.8%	1.2	51	0.9	5%
CCOC(=O)CC(=O)CSc1nc(-c2ccccc2)cc(-c2ccccc2)c1C#N	i	45	-6%	10%	17%	+	1.0*	1.8%[50 µM]	3.5	59	1.1	8%
COc1ccccc1N(CC(=O)NCCSCc1ccc(C)cc1)S(=O)(=O)c1ccccc1	i	22	-6%	18%	?	i	0.7	-0.8%[50 µM]	7.5	72	/	7%
COC(=O)c1sc(-c2ccccc2)cc1NC(=O)c1ccc(OC)cc1	i	19	-2%	2%	-1.4%	i	0.4	-0.4%	-0.2	75	1.1	-3%
CCCCOC(=O)Nc1ccc(C(N)=O)cc1	i	42	-2%	12%	2.9%	i	1.2	2.4%[50 µM]	-0.1	51	1	7%
O=C(c1ccc(=O)[nH]c1)N1CCN(S(=O)(=O)c2ccccc2)CC1	i	9	-4%	7%	2.2%	i	0.8	-1.0%[50 µM]	0.8	50	/	5%
CCn1c(SC(C)C)nnc1-c1cc(-c2ccccc2)sc1N	i	38	1%	6%	9.9%	i	1.9	-0.3%	1.7	97	1.1	31µM*
C[C@H]1CCC[C@@]2(O[C@H](CCO)C[C@@H](O)[C@@H]2O)O1	i	24	/	5%	1.2%	i	3.4	-0.6%	0.2	61	/	-7%
Cc1cccc(NC(=O)C[n+]2ccccc2)c1	i	12	-2%	4%	1.3%	i	0.5	0.3%	0.0	51	/	11%
